D1 PAM: human D1 dopamine receptor positive modulation; P21728; HEK293 TREx D1 cells, calcium flux, dopamine EC20 potentiation; potentiation, % at 10 µM; 0.036% of 360,000 active; AID 504651; in the data active = potentiation above about 30%; also: 0% is about no effect
D2 antag: D2 dopamine receptor (human) antagonism. HEK293 TREx D2 cells, calcium flux, dopamine EC80. inhibition, % at 10 µM. 2% of 340,000 active; in the data active = inhibition above about 30%; also: 0% is about no effect
Target sequence (P14416 whole entry, looked up): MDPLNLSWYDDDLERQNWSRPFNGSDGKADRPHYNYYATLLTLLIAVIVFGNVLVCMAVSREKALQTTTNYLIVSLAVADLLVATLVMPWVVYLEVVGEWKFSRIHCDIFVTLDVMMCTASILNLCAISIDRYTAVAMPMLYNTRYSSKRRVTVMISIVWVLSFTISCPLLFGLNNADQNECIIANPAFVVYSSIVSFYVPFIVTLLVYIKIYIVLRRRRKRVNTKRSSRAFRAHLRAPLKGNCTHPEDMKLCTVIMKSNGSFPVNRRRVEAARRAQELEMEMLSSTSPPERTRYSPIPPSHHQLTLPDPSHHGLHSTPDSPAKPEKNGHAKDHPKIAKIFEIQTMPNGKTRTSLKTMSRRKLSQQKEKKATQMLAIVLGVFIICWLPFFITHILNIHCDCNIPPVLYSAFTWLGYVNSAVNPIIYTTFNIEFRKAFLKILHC
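Cells plated overnight at 30 C with tetracycline; no-wash calcium dye, 30–90 min RT; 10 s baseline; compound pinned; 180 s read; EC80 dopamine added; another 180 s read.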
RXFP1 antagonist: RXFP1 (human) relaxin receptor antagonism; Q9HBX9; HEK293-RXFP1, relaxin-stimulated cAMP HTRF, 30 min; active compounds read low; activity change, negative = inhibition, % at 57.5 µM; 0.59% of 350,000 active;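 active = activity change of -60% or lower, but not beyond a set lower limit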; also: % is scaled to controls: 0 for no effect and ±100 for the full control effect
D1 ag: human D1 receptor agonism. P21728. HEK293 T-REx D1 cells, calcium flux, agonist mode. activation, % at 2 µM. 1% of 360,000 active. AID 504660; also: 0% is about no effect
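Inducible HEK293 T-REx D1 cells, force-coupled to calcium signalling, were plated at 4000 cells/well with tetracycline and held overnight at 30 C. After no-wash calcium dye loading, compound-evoked calcium rise over 180 s flagged agonists.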
TRHR agonist: agonists of human TRH receptor; TRHR cells, calcium flux fluo-8, FDSS agonist mode; activation, % at 2 µM; P34981; AID 493084; 0.18% of 360,000 active; also: 0% is about no effect
Target sequence (P34981 whole entry, looked up): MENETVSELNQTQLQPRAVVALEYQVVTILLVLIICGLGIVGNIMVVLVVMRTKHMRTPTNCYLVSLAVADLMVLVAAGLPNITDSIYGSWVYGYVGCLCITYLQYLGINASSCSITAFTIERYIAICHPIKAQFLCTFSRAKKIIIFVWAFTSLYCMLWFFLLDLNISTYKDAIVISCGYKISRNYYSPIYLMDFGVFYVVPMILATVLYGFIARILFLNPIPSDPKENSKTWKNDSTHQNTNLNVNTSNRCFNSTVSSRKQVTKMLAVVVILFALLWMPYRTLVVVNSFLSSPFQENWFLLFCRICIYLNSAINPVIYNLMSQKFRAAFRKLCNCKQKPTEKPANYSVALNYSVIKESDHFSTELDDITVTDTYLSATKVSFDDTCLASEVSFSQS
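TRHR-expressing cells loaded with fluo-8 calcium dye; 23 nL library compound pin-transferred, kinetic FDSS fluorescence (Ex 480/Em 530) recorded about 180 s for agonist-induced calcium release, before a 10 nM TRH EC20 addition for potentiator mode.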
TRHR enhancer: TRH receptor (human) allosteric enhancement. P34981. TRHR cells, fluo-8 calcium fluorescence, EC20 TRH enhancement. enhancement, % at 2 µM. 0.66% of 360,000 active. AID 493056; in the data active = enhancement above about 30%; also: 0% is about no effect
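Enhancer read-out: after compound pinning and an initial kinetic agonist-mode read, an EC20 of TRH (10 nM final) was injected and fluo-8 calcium signal (Ex 480/Em 530) followed at 1 s/cycle for 100 cycles in TRHR-expressing cells.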
D2 agonist: activates the human D2 dopamine receptor. HEK293 T-REx D2 cells, calcium flux agonist mode. P14416. activation, % at 2 µM. AID 485358. 0.53% of 340,000 active;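 active = activation over 3 SD above normal in the single-dose calcium agonist read, cut at about 30% in these data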; also: 0% is about no effect
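Tetracycline-induced HEK293 Trex cells with D2 receptor force-coupled to calcium signaling, plated overnight at 30 C and loaded with no-wash calcium dye. Calcium flux read kinetically for 180 s after compound addition; responses flag agonists.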
D2 potentiator: D2 dopamine receptor (human) potentiation. 0.34% of 340,000 active. HEK293 T-REx D2, calcium flux, EC20 dopamine potentiation. potentiation, % at 10 µM. P14416;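 active = potentiation over 3 SD above the plate norm, cut at about 30% in these data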; also: 0% is about no effect
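Tetracycline-induced Hek293 Trex D2 cells, force-coupled to calcium, loaded with no-wash calcium dye. Compound added with 180 s kinetic read for agonism, then EC20 dopamine and a further 180 s read for potentiation.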
D1 antagonist: blocks dopamine activation of the human D1 receptor; 3.2% of 360,000 active; AID 504652; HEK293 TREx D1 cells, calcium flux, dopamine EC80; active compounds read low; activity change, negative = inhibition, % at 10 µM; P21728; in the data active = activity change below about -30%; also: % is scaled to controls: 0 for no effect and ±100 for the full control effect
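Kinetic fluorescence of a calcium dye serves as the read-out. D1-expressing Hek293 Trex cells, induced overnight at 30 C, are exposed to compound for 180 s before an EC80 dopamine addition, then read 180 s further.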
Starred values were filed as active, the others as inactive; · = no result given. Rule as the data show it, unless noted: active = activation above about 30%; inactive = the rest.

cpd	smiles	D1 PAM	D2 antag	RXFP1 antagonist	D1 ag	TRHR agonist	TRHR enhancer	D2 agonist	D2 potentiator	D1 antagonist
1	O=c1[nH]c(Cc2cccs2)nc2ccccc12	-3	-18	-8	2	-0.1	4	0.4	4	9
2	Cn1c(=O)c(=O)n(C)c2cc(N3CCOCC3)c(NS(=O)(=O)c3ccc(Br)cc3)cc21	1	5	4	3	0.0	-3	0.8	1	-7
3	Cc1ccsc1/C=N/NC(=O)Cc1ccc(Cl)cc1	-7	16	1	2	-0.4	4	-1.7	-8	-22
4	COc1ccc(CN2C(=O)c3ccccc3C2=O)cc1C(=O)Nc1ccccc1N1CCOCC1	-4	4	-6	2	1.0	-2	1.7	5	-4
5	Cc1noc(C)c1COc1ccc(CC(=O)NCc2ccccc2)cc1	-8	-12	3	3	0.2	-3	3.6	-9	-6
6	Cc1ccn2c(=O)c(NC(=O)c3cccc([N+](=O)[O-])c3C)c(C)nc2c1	3	·	-9	1	0.6	5	·	8	-3
7	CC(C)N1C(=O)C(Cc2nc3ccccc3c(=O)n2-c2ccccc2)c2ccccc21 (configuration not stated)	1	1	5	3	0.4	1	-0.1	-5	7
8	CCN(CC)CCCNC(=O)c1ccc(Cn2c(SCc3ccccc3)nc3cccnc32)cc1	-3	·	-20	0	0.2	-5	1.2	5	3
9	COc1ccc(OCC(=O)N2CCC3(CC2)CC(=O)c2ccccc2O3)cc1	-6	10	11	1	0.1	0	0.5	1	-13
10	O=c1[nH]c2ccccc2nc1N1CCOCC1	-1	0	-13	2	0.1	9	-1.0	1	11
11	O=C(NC(c1ccccc1)c1cc(Cl)c2cccnc2c1O)c1cccnc1 (configuration not stated)	-10	-8	·	8	4.9	0	2.3	-4	-4
12	CCn1cc(Cl)c(C(=O)NNC(=O)CCn2ccc([N+](=O)[O-])n2)n1	-4	5	4	3	0.9	0	-0.2	-3	-2
13	O=C(COc1cccc2cccnc12)Nc1ccccc1	2	-11	-9	4	0.1	11	-0.2	2	-10
14	COc1cccc(-c2c(C(=O)N/N=C/c3ccc(C)s3)nnn2-c2nonc2N)c1	0	11	-4	8	0.3	8	2.7	3	39
15	COc1ccccc1CNC(=O)Cn1c(-c2cccs2)cc2cc(F)ccc21	-1	·	-14	5	0.0	3	·	-8	-6
16	O=C1OC(=O)C2C1[C@@H]1CC[C@H]2O1 (some centres not stated)	2	-6	·	2	0.2	-4	-0.5	20	2
17	Cc1ccc(C)c(S(=O)(=O)N2CCCC2CNC(=O)C(=O)NC2CC2)c1 (configuration not stated)	-5	·	-6	1	-0.4	3	·	·	-16
18	CC(C)(C)c1ccc(OC(=O)c2cccnc2)cc1	-6	·	-19	42*	-0.4	5	-0.8	3	4
19	Cc1sc2ncnc(N/N=C/c3cccc(O)c3)c2c1C	6	12	-4	1	0.3	2	-0.3	5	3
20	O=C(CN1C(=O)CSc2ccccc21)NC1CCCC1	-3	15	2	1	0.0	-15	0.5	1	-23
21	Cn1c(=O)c2c(n3c4ccccc4nc13)NC(=O)CC2c1cccc(F)c1 (configuration not stated)	-1	·	-6	5	1.1	2	1.3	-10	-11
22	NS(=O)(=O)c1ccc(NC(=S)NC2CC2)cc1	-5	16	0	5	0.1	0	0.5	-6	13
23	CCOC(=O)c1sc(N2C(=O)c3oc4ccccc4c(=O)c3C2c2ccc(C(C)(C)C)cc2)nc1C (configuration not stated)	-4	·	-2	0	0.1	4	·	-1	6
24	Cn1cc(CNCC2CCCO2)c(-c2ccc(Oc3ccccc3)cc2)n1 (configuration not stated)	-3	-6	-6	46*	-1.7	2	0.2	4	-23
25	COc1ccc(-n2nc(C(=O)NCC(=O)N3CCCCCC3)c3ccccc3c2=O)cc1	-13	-6	4	2	0.3	-5	-0.9	-5	-8
26	CCCCn1c(=N)c(S(=O)(=O)c2ccc(Cl)cc2)cc2c(=O)n3cccc(C)c3nc21	-1	·	·	-1	0.4	2	-0.6	8	10
27	C=CCNC(=S)N(Cc1ccccc1)Cc1ccc(F)cc1	-7	15	0	3	2.3	0	2.3	8	-23
28	Cc1ccc(/C=N/n2c(C3CCCCC3)n[nH]c2=S)s1	-6	-25	-4	-1	0.0	16	0.4	0	5
29	Nc1ccc2c(c1)ncn2CCCn1cnc2cc(N)ccc21	-3	7	-8	-1	1.1	28	0.1	6	2
30	COc1ccc(S(=O)(=O)N2CCCCC2)cc1NC(=O)C1COc2ccccc2O1 (configuration not stated)	-2	1	0	7	0.9	1	2.3	3	7

D1 ag, what is marked active above.
no.	SMILES	D1 PAM	D2 antag	RXFP1 antagonist	D1 ag	TRHR agonist	TRHR enhancer	D2 potentiator	D1 antagonist
18	CC(C)(C)c1ccc(OC(=O)c2cccnc2)cc1	-6	·	-19	42*	-0.4	5	3	4
24	Cn1cc(CNCC2CCCO2)c(-c2ccc(Oc3ccccc3)cc2)n1 (configuration not stated)	-3	-6	-6	46*	-1.7	2	4	-23

Compound profiles, from the list above. Values in the order: D1 PAM | D2 antag | RXFP1 antagonist | D1 ag | TRHR agonist | TRHR enhancer | D2 agonist | D2 potentiator | D1 antagonist
`O=C1OC(=O)C2C1[C@@H]1CC[C@H]2O1` (some centres not stated) as listed: 2 | -6 | · | 2 | 0.2 | -4 | -0.5 | 20 | 2
`COc1ccccc1CNC(=O)Cn1c(-c2cccs2)cc2cc(F)ccc21` as listed: -1 | · | -14 | 5 | 0.0 | 3 | · | -8 | -6
`O=c1[nH]c(Cc2cccs2)nc2ccccc12` as listed: -3 | -18 | -8 | 2 | -0.1 | 4 | 0.4 | 4 | 9
`CCCCn1c(=N)c(S(=O)(=O)c2ccc(Cl)cc2)cc2c(=O)n3cccc(C)c3nc21` as listed: -1 | · | · | -1 | 0.4 | 2 | -0.6 | 8 | 10
`COc1ccc(CN2C(=O)c3ccccc3C2=O)cc1C(=O)Nc1ccccc1N1CCOCC1` as listed: -4 | 4 | -6 | 2 | 1.0 | -2 | 1.7 | 5 | -4

(list continues)
cpd	smiles	D1 PAM	D2 antag	RXFP1 antagonist	D1 ag	TRHR agonist	TRHR enhancer	D2 agonist	D2 potentiator	D1 antagonist
31	CN(C)/C=N/c1nc2ccc3c(c2s1)CCCC3	1	5	7	3	-0.2	-8	-0.9	-5	-2
32	CC(=O)Nc1ccc(S(=O)(=O)NCc2ccc3c(c2)CCN3C(C)=O)cc1	-3	·	-9	4	-0.6	-6	-0.9	·	-19
33	NS(=O)(=O)c1ccc(NC(=O)CN2CCN(S(=O)(=O)c3ccc(F)cc3)CC2)cc1	3	12	0	2	0.3	4	0.2	10	-11
34	CC(C)(C)CC(C)(C)c1ccc(OCC(=O)N/N=C/c2ccc(S(=O)(=O)O)o2)cc1	2	2	-6	13	-0.7	11	-0.5	6	12
35	NC(=O)NC(=O)COC(=O)[C@H](Cc1ccccc1)NC(=O)c1cccs1	1	10	-14	3	2.2	1	17	4	5
36	COCCCNC(NC(=O)c1ccc(C)cc1)C(Cl)(Cl)Cl (configuration not stated)	-4	17	·	2	0.0	4	0.7	10	-2
37	Cc1c(Cl)cccc1NC(=S)NCCc1ccc(C(F)(F)F)cc1	-7	10	-37	23	1.4	0	1.2	3	-25
38	O=C(COC(=O)c1ccc(NS(=O)(=O)c2cccs2)cc1O)Nc1nc2ccccc2s1	0	11	-28	2	0.3	7	0.1	17	-1
39	COC(=O)c1ccc(C(=S)NCC2(N(C)C)CCCCC2)cc1	-4	8	10	77*	7.9	-8	4.6	-8	-30*
40	CCOc1ccc(NC(=O)CN2C(=O)COc3ccccc32)cc1	-1	-2	-6	9	0.9	-8	1.2	7	-3
41	O=C(O)CCn1ccnc1-c1ccccc1	6	15	-6	2	-0.3	-3	0.1	-9	3
42	CCCn1c(N)c(N2CCCCC2)c(=O)n(CC(=O)Nc2ccc(OC(F)(F)F)cc2)c1=O	4	-7	-9	0	0.5	13	0.2	1	-30*
43	Cc1cccc(C)c1Nc1nnc(SCC(=O)NCc2ccco2)s1	-2	10	-9	9	-0.8	4	-0.5	6	4
44	COc1ccc(-c2cc(=O)n3[nH]cnc3n2)cc1	4	·	-1	0	-0.1	-5	-0.1	-5	2
45	Cc1ccc2nc(-c3ccc(NC(=O)C(F)(F)F)cc3)sc2c1	-1	·	·	4	-0.9	10	-2.4	·	-18
46	Cc1ccc2oc3c(c(=O)c2c1)C(c1ccccc1F)N(c1ccccn1)C3=O (configuration not stated)	-1	·	2	1	0.2	-8	0.0	-8	5
47	COc1ccc(/C=N/Nc2ccc(C(=O)O)cc2)cc1Br	-9	-12	2	4	-2.3	2	-0.5	10	-3
48	CN1C(=O)N(C)C2(c3ccccc3)NC(=O)NC12c1ccccc1 (configuration not stated)	-3	-15	3	4	-0.2	6	0.2	10	9
49	Cc1ccc(CSCC(=O)NCc2cccs2)cc1	9	-6	-13	2	1.0	5	-0.7	3	-4
50	CN(C(=O)c1ccc(S(=O)(=O)N2CCOCC2)cc1)C1CCS(=O)(=O)C1 (configuration not stated)	-5	11	8	5	0.8	-1	0.1	-2	13
51	COc1cccc(NC(=O)CCC2CCN(C(=O)c3cccc(NC(C)=O)c3)CC2)c1	-4	1	-13	1	0.6	2	0.5	11	-4
52	Cc1c(C(=O)Nc2ccccn2)sc2nc3n(c(=O)c12)CCC3	0	-16	6	3	0.7	8	1.4	-4	-23
53	CCOc1ccc(N2CC(NC(=O)C3CCCCC3)CC2=O)cc1 (configuration not stated)	-1	·	-4	-1	-0.2	0	0.7	-2	·
54	NNC(=S)Nc1c(F)cc(F)cc1Br	-2	-5	-1	2	1.1	-3	-1.4	-8	5
55	O=C(Nc1ccc2c(c1)Cc1ccccc1-2)c1ccco1	-2	16	-21	5	-0.9	4	-0.8	-3	-11
56	CC1(C)CC2(CCO1)OC(=O)CC2C(=O)Nc1ccc(Cl)cc1[N+](=O)[O-] (configuration not stated)	3	-2	17	0	-0.2	5	-0.8	-1	1
57	CCOC(=O)c1c(NC(=O)CSc2nncn2C)sc(C)c1C	0	3	5	1	0.2	5	0.9	21	-19
58	C/C(=N\NC(=O)c1ccccc1-n1cccc1)C1CC1	-2	-18	1	1	0.2	2	-0.4	3	1
59	CCOC(=O)C(C)n1cnc2c(nnn2Cc2ccc(Cl)cc2)c1=O (configuration not stated)	-8	-23	0	4	-0.2	-3	0.8	-18	3
60	CCOC(=O)Cc1csc(NC(=O)COc2ccccc2OCC)n1	1	11	-3	1	0.2	1	0.0	11	15

(further entries)
cpd	smiles	D1 PAM	D2 antag	RXFP1 antagonist	D1 ag	TRHR agonist	TRHR enhancer	D2 agonist	D2 potentiator	D1 antagonist
61	CNc1nc(SC)n(C)c(=O)c1N=O	-3	-9	·	2	1.0	-4	0.3	9	13
62	S=c1[nH]nc(CCc2ccccc2)n1Cc1ccccc1	-9	-5	-15	6	-1.1	2	1.8	24	-25
63	COc1ccc(NC(=S)N(Cc2cccnc2)Cc2ccco2)cc1	0	5	-15	4	-0.2	-3	0.1	-1	-8
64	COc1ccccc1C(=O)Nc1c2c(nn1-c1ccc(Cl)cc1)CS(=O)(=O)C2	3	8	-4	2	-0.2	-4	-0.7	-5	14
65	Cc1ccc(C(=O)CCC(=O)NCc2ccccc2)cc1	-2	-2	13	0	-0.9	1	-2.1	4	-14
66	O=C(NC(=S)Nc1ccccc1N1CCCCC1)c1ccc(F)cc1Cl	-4	10	-23	2	1.2	-3	0.5	14	14
67	O=C(CSCc1ccccc1)NCc1ccc2c(c1)OCO2	-17	-17	13	2	1.6	-3	-1.5	-3	-3
68	COC(=O)N(C)c1ccccc1C(=O)N1CCOCC1	-2	·	-7	1	0.1	10	·	·	3
